From PubChem BioAssay
H9c2 TAG inh = triacylglycerol accumulation inhibition; inhibition, % at 12.5 µM; AID 651582; actives 0.66% (n = 230,000); H9c2 cells, Nile Red lipid (TAG) fluorescence; cells loaded with 200 µM oleic acid;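 active means pattern-corrected inhibition of lipid staining of at least 50% with the nuclear-stain viability signal not falling by more than 50%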;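 further: 0% = DMSO wells and 100% = triacsin C control wells; some results filed as inactive read as strong as hits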
H9c2 TAG inh DAPI viability = further read-out of H9c2 TAG inh, marked with its call; DAPI nuclei signal change (viability), lower = more cytotoxic, %;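 whole-well DAPI fluorescence read on a plate reader as a viability signal; minus 50 percent equals half of cells still viable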
The depositor's hits bear a star; i = inactive. An excerpt; rates above refer to the full screens.

Results follow in this order: H9c2 TAG inh DAPI viability, H9c2 TAG inh
Cc1ccc(-c2nnc(N(C)C(=O)c3ccccn3)s2)cn1
    0, 18
Cc1ccc(C(=O)N2CCN(Cc3ccc4c(c3)OCO4)CC2)o1
    -6, -16
CCOC(=O)C1=C(COC(=O)C2CC(=O)N(CCc3ccccc3)C2)NC(=O)NC1C (stereo not drawn)
    4, 3
Cc1cc(NN)nc2ccc(Cl)cc12
    -2, 9
O=C(NCC1CCCO1)C1CCCCN1S(=O)(=O)c1ccc(F)cc1 (stereo not drawn)
    2, 6
Cc1nc(N2CCOCC2)c2c(C)c(C(=O)Nc3ccc(F)cc3Cl)sc2n1
    13, -11
CCC1=NC(c2ccccc2)N(O)C1(C)C (stereo not drawn)
    3, -17
CCOC(=O)C1(CCc2ccccc2)CCN(C2Cc3ccccc3C2)CC1
    14, 2
COc1ccc(CCNC2CCN(C)CC2)cc1OC
    2, 21
COC(=O)c1cc(NC(=O)CN2C(=O)CSC2=O)ccc1Cl
    -5, 7
COc1ccccc1N1CCN(C(=O)CSc2ccc3c(C)cc(C)nc3n2)CC1
    17, -7
CCOC(=O)c1cc(-c2nnc(SCC(=O)Nc3ccc(F)cc3)o2)c(C)nc1C
    8, -6
CC(=O)OC[C@@H]1CN(Cc2ccccc2)C[C@H](n2cnc3c(NC4CCCC4)ncnc32)O1
    -2, 11
NS(=O)(=O)c1cccc(NC(=O)COC(=O)/C=C/c2nc3ccccc3s2)c1
    0, -5
CCC(C)[C@H](NC(=O)N1CCCCCC1)C(=O)OC (stereo partly drawn)
    5, -9
CCc1ccccc1NC1=NCC(=O)N1C1CCCCC1
    8, 7
CSCCC1NC(=O)N(CC(=O)Nc2ccc(N3CCCCC3)cc2)C1=O (stereo not drawn)
    -1, 19
Cc1ccc(C2CCN(C(=O)Nc3ccc(F)cc3)C2)cc1 (stereo not drawn)
    0, -12
Oc1ccc(C[C@H]2CNC(=S)N2CC2CCCN2C[C@H](Cc2ccc(O)cc2)N2C[C@H](Cc3ccc(O)cc3)N(CC3CCCCC3)C2=S)cc1 (stereo partly drawn)
    4.3*, 75*
CCOC(=O)Cn1c(=O)c(F)cn(Cc2ccc(OC)c([N+](=O)[O-])c2)c1=O
    -2, 13
Cc1csc(SCC(=O)Nc2cccc(S(=O)(=O)N3CCOCC3)c2)n1
    7, -10
O=S(=O)(c1ccc(F)cc1)n1ccc2cccnc21
    -13, 15
COc1cccc(COC(=O)C2CC(=O)N(Cc3ccco3)C2)c1OC (stereo not drawn)
    -9, 2
O=C(CCCn1c(=O)oc2ccccc21)N1CCN(c2ccc(F)cc2)CC1
    -1, -2
Cc1csc(SC(C)C(=O)NCC2CCCO2)n1 (stereo not drawn)
    -6, -3
COc1ccccc1NC(=S)N1CCOCC1
    13, -7
CCOP(=O)(OCC)c1nc(-c2cccc3ccccc23)oc1NCc1ccc(OC)cc1
    i, 0
COc1ccc(CNC(=O)C(CCSC)NS(=O)(=O)c2ccccc2F)cc1 (stereo not drawn)
    1, 5
CN(CC(=O)NCc1ccco1)C(=O)C1CC(=O)N(c2ccc3c(c2)OCCO3)C1 (stereo not drawn)
    -3, -9
COc1ccccc1/C=C/C=N/n1c(-c2ccc(Cl)cc2)n[nH]c1=S
    -2, 14
O=C(Nc1cc(F)cc(F)c1)c1ccc(NCCCN2CCCCCC2)c([N+](=O)[O-])c1
    -18, 21
CCOc1ccc(S(=O)(=O)Nc2ccc(S(=O)(=O)N3CCOCC3)cc2)cc1
    -3, 7
Cc1cccc(C(=O)NC(=S)Nc2c(C)n(C)n(-c3ccccc3)c2=O)c1
    -10, -15
COc1ccc(-c2oc3ncn(CCN4CCOCC4)c(=N)c3c2-c2ccc(OC)cc2)cc1
    11, -47
CCN(CC)CCNC(=O)c1ccc(NC(=O)c2ccc(S(=O)(=O)N3CCCCCC3)cc2)cc1
    8, 18
CCOC(=O)N=Nc1c(O)n(Cc2ccccc2)c2ccccc12
    -2, -17
CCCCNC(=O)c1cn(-c2ccc(OCC)cc2)c(=O)c2cc(OC)c(OC)cc12
    -2, 2
CN(C)c1cc(-c2ccccc2)nc(-c2ccccc2)n1
    0, -5
C=Cn1cc(CNC[C@H]2O[C@@H](n3cc(C)c(=O)[nH]c3=O)C[C@@H]2O)c(C)n1
    10, 3
Cc1sc2ncn(-n3c(C)ccc3C)c(=O)c2c1C
    -1, -8
Cc1cccc(OC2CCN(Cc3nc(CC4CC4)no3)CC2)c1
    4, -15
CCN(Cc1ccncc1)C(=O)CCc1ccccc1
    -1, -4
COc1cc(NC(=O)COC(=O)CO/N=C(\C)c2ccc3c(c2)OCO3)cc(OC)c1OC
    -2, 9
CCc1nnc(SCCSc2nnc(CC)n2N)n1N
    -3, 7
O=C1NC(=O)C2(CCc3ccccc32)N1 (stereo not drawn)
    -1, -7
CS(=O)(=O)N(CCc1ccccc1)CC(=O)NCc1ccc2c(c1)OCO2
    -1, -18
O=C(Nc1ccc(N2CCOCC2)cc1)C1=NN(c2ccccc2)C(=O)CC1
    7, -10
OC1(c2cccc(F)c2)CCN(Cc2ccncc2)CC1
    -4, 12
CC(C)Cn1c(-c2ccc(C#N)cc2)nc2c1c(=O)[nH]c(=O)n2CC(C)C
    12, 4
O=C(Nc1ccc2c(c1)OCCO2)c1ccc(Cl)cc1
    -1, 3
Cc1cc2nc(SCC(=O)Nc3ccccc3C(=O)O)[nH]c2cc1C
    5, -5
COc1ccc2nc(SCC(=O)Nc3ccc4c(c3)CCC4)[nH]c2c1
    1, 1
O=C(Cc1csc(Nc2nc(=S)[nH]c3ccccc23)n1)NCCCN1CCN(c2cccc(Cl)c2)CC1
    15, 21
CN(C(=O)COC(=O)C1CCN(S(=O)(=O)c2cccs2)CC1)C1CCS(=O)(=O)C1 (stereo not drawn)
    7, -9
CC(C)N(C(=O)CN1C(=O)C(=O)c2ccccc21)c1ccccc1
    -6, 4
O=C1Cc2cc(O)ccc2O1
    -10, 26
O=C(NC1=NCCS1)c1ccc([N+](=O)[O-])cc1Cl
    -5, 1
COc1cc(CNC(=O)Nc2nnc([C@H]3C[C@H](O)[C@@H](CO)O3)s2)cc(OC)c1OC
    -5, 12
O=C(Nc1ccc(N2CCOCC2)c(S(=O)(=O)Nc2ccc(Cl)cc2)c1)c1cnccn1
    -5, 6
COc1ccc(C2CC(c3ccc(F)cc3)Nc3nc(N)nn32)cc1 (stereo not drawn)
    2, 10

26 of the compounds above, with tabs:
Compound	H9c2 TAG inh DAPI viability	H9c2 TAG inh
CCN(CC)CCNC(=O)c1ccc(NC(=O)c2ccc(S(=O)(=O)N3CCCCCC3)cc2)cc1	8	18
CCOC(=O)N=Nc1c(O)n(Cc2ccccc2)c2ccccc12	-2	-17
CCCCNC(=O)c1cn(-c2ccc(OCC)cc2)c(=O)c2cc(OC)c(OC)cc12	-2	2
CN(C)c1cc(-c2ccccc2)nc(-c2ccccc2)n1	0	-5
C=Cn1cc(CNC[C@H]2O[C@@H](n3cc(C)c(=O)[nH]c3=O)C[C@@H]2O)c(C)n1	10	3
Cc1sc2ncn(-n3c(C)ccc3C)c(=O)c2c1C	-1	-8
Cc1cccc(OC2CCN(Cc3nc(CC4CC4)no3)CC2)c1	4	-15
CCN(Cc1ccncc1)C(=O)CCc1ccccc1	-1	-4
COc1cc(NC(=O)COC(=O)CO/N=C(\C)c2ccc3c(c2)OCO3)cc(OC)c1OC	-2	9
CCc1nnc(SCCSc2nnc(CC)n2N)n1N	-3	7
O=C1NC(=O)C2(CCc3ccccc32)N1 (stereo not drawn)	-1	-7
CS(=O)(=O)N(CCc1ccccc1)CC(=O)NCc1ccc2c(c1)OCO2	-1	-18
O=C(Nc1ccc(N2CCOCC2)cc1)C1=NN(c2ccccc2)C(=O)CC1	7	-10
OC1(c2cccc(F)c2)CCN(Cc2ccncc2)CC1	-4	12
CC(C)Cn1c(-c2ccc(C#N)cc2)nc2c1c(=O)[nH]c(=O)n2CC(C)C	12	4
O=C(Nc1ccc2c(c1)OCCO2)c1ccc(Cl)cc1	-1	3
Cc1cc2nc(SCC(=O)Nc3ccccc3C(=O)O)[nH]c2cc1C	5	-5
COc1ccc2nc(SCC(=O)Nc3ccc4c(c3)CCC4)[nH]c2c1	1	1
O=C(Cc1csc(Nc2nc(=S)[nH]c3ccccc23)n1)NCCCN1CCN(c2cccc(Cl)c2)CC1	15	21
CN(C(=O)COC(=O)C1CCN(S(=O)(=O)c2cccs2)CC1)C1CCS(=O)(=O)C1 (stereo not drawn)	7	-9
CC(C)N(C(=O)CN1C(=O)C(=O)c2ccccc21)c1ccccc1	-6	4
O=C1Cc2cc(O)ccc2O1	-10	26
O=C(NC1=NCCS1)c1ccc([N+](=O)[O-])cc1Cl	-5	1
COc1cc(CNC(=O)Nc2nnc([C@H]3C[C@H](O)[C@@H](CO)O3)s2)cc(OC)c1OC	-5	12
O=C(Nc1ccc(N2CCOCC2)c(S(=O)(=O)Nc2ccc(Cl)cc2)c1)c1cnccn1	-5	6
COc1ccc(C2CC(c3ccc(F)cc3)Nc3nc(N)nn32)cc1 (stereo not drawn)	2	10

(continued)
Results follow in this order: H9c2 TAG inh DAPI viability, H9c2 TAG inh
COCC(=O)Nc1ncc(S(=O)(=O)c2ccc([N+](=O)[O-])cc2)s1
    1, -3
Cc1cc(NC(=O)c2ccccc2)n(C(C)(C)C)n1
    -9, 6
C[C@H](O)[C@H](O)[C@H]1CNc2nc(N)[nH]c(=O)c2N1
    -1, -6
COc1ccc2[nH]c(=O)c(CN(CCN(C)C)C(=O)NCc3ccccc3)cc2c1
    -4, 8
COC(=O)[C@@H](NC(=O)c1cc(COc2cncc(Cl)c2)on1)c1ccccc1
    1, -6
O=C(N[C@H]1CCC(=O)N([C@H](CSc2ccc(Br)cc2)Cc2ccccc2)CC1)OCc1ccccc1
    -10, 24
Cc1nn(-c2cc(N3CCNCC3)ccc2[N+](=O)[O-])c(=O)c2ccccc12
    4, 2
O=C(CCNS(=O)(=O)c1cccc2nsnc12)NCCC1=CCCCC1
    -13, 11
Cc1c(Cl)cccc1NC(=S)N(CCCN1CCOCC1)Cc1ccco1
    18, -2
CC1=C(C(=O)OCc2ccccc2)C(c2ccc(Cl)cc2)NC(=O)N1CCCCCC(=O)O (stereo not drawn)
    -2, 12
C=CCOc1ccc(/C=C2\C(=N)N3N=C(S(=O)(=O)CC)SC3=NC2=O)cc1OC
    1, -3
CC1CC(C)(C)CC2(C1)NC(=O)N(CC(=O)OCC(=O)Nc1cc(S(=O)(=O)N3CCCCC3)ccc1Cl)C2=O (stereo not drawn)
    12, -9
CC(C)CCn1c(NCCN(C)C)nc2c1c(=O)[nH]c(=O)n2C
    -3, 7
OCc1nc2ccccc2n1CCOc1ccccc1
    -9, -1
Cc1ccc(Cl)cc1NC(=S)N1CCC(c2ccccc2)C1 (stereo not drawn)
    12, -5
O=C(c1ccc(Cl)c(F)c1F)N1CCCC1
    0, -7
Cc1ccc2nc(CSc3nnc(Cc4cccs4)n3C3CCCCC3)cc(=O)n2c1
    -2, -2
CCOC(=O)C1CCCN(C(=O)c2cc(-c3ccc(C)cc3)nc3ccccc23)C1 (stereo not drawn)
    3, -14
Cc1ccc(S(=O)(=O)Cn2nnnc2C(CC(C)C)N2CCN(c3ccc(F)cc3)CC2)cc1 (stereo not drawn)
    -9, -68
CCCC(C(=O)NCc1ccccc1)N(C(=O)Cn1nnc(-c2cccs2)n1)c1ccc2c(c1)OCCO2 (stereo not drawn)
    -23, 43
COc1ccc(C(=O)CSc2ccc3nnc(-c4cccnc4)n3n2)cc1
    -13, 3
C1CCN(Cc2nnnn2CC2CCCO2)CC1 (stereo not drawn)
    8, -9
COc1ccc(CCNC(=O)COC(=O)c2cc(=O)c3ccccc3o2)cc1
    2, -2
O=C(NCc1ccccn1)C(=O)Nc1ccccc1
    -3, 3
CN(C)C(CNC(=O)c1cccc(S(=O)(=O)Nc2ccccc2Cl)c1)c1ccco1 (stereo not drawn)
    8, -9
CCOC(=O)Cn1nnnc1CN1CCN(c2ccc(OC)cc2)CC1
    18, 1
CC1(C(=O)NS(=O)(=O)c2ccc(F)cc2F)CCN1C(=O)c1ccco1 (stereo not drawn)
    5, 8
CN(CC(=O)O)S(=O)(=O)c1ccc2[nH]c(=O)c(=O)[nH]c2c1
    -3, -1
COCCNC(=O)C(c1ccc(C)o1)N(CCOC)C(=O)Cn1nnc2ccccc21 (stereo not drawn)
    3, -8
COc1ccc(NC(=O)CSc2ccc3nnc(-c4cccnc4)n3n2)cc1
    -7, -11
Cc1ccc(Nc2cc(C)nn2-c2nc(C)cc(C)n2)cc1
    -9, -24
O=c1oc2ccccc2nc1/C=C(\O)c1ccccc1
    -3, 17
CCN(CC)C(=O)C1CCN(Cc2cn(C)nc2-c2ccc(Oc3ccccc3)cc2)CC1
    0, 27
COc1ccc(CCN(C)CCC(=O)Nc2cccc(C)c2)cc1OC
    -2, 0

2 entries drawn at random from those above:
Results follow in this order: H9c2 TAG inh DAPI viability, H9c2 TAG inh
Cc1nn(-c2cc(N3CCNCC3)ccc2[N+](=O)[O-])c(=O)c2ccccc12
    4, 2
CCc1nnc(SCCSc2nnc(CC)n2N)n1N
    -3, 7
